Screening results (PubChem BioAssay)
hIAP activ: human IAP activation; activation factor at 10 µM; 0.16% of 330,000 active; P09923; AID 2524; purified human IAP, CDP-Star luminescence, 30 min; active compounds read high; 1 = vehicle-only enzyme, 0 = enzyme-free background;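 active = activation factor of the enzyme at least 2-fold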; also: the source names both 10 and 20 µM as test concentration; values of inactives mirror those of a sister screen read the other way
Target sequence (P09923 whole entry, looked up): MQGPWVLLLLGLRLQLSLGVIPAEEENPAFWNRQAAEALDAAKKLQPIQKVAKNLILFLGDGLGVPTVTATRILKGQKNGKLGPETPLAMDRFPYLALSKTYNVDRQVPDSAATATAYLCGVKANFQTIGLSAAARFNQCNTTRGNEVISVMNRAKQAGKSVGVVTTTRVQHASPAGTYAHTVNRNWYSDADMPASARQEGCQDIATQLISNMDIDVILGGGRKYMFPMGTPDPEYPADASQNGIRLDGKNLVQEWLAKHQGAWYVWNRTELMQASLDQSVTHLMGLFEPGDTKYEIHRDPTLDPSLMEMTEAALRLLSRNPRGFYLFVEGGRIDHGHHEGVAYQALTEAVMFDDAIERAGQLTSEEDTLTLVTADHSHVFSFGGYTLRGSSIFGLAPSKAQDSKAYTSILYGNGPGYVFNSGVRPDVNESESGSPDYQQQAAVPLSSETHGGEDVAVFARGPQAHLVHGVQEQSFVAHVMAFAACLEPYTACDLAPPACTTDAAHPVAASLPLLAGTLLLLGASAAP
mIAP act: mouse IAP activation. AID 2805. 0.24% of 330,000 active. muIAP, CDP-Star luminescence, 30 min; active compounds read high; 1 = vehicle-only enzyme signal, 0 = enzyme-free wells. activation factor at 10 µM;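 active = activation factor of at least 2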; also: the source names both 10 and 20 µM as test concentration; values of inactives mirror those of a sister screen read the other way
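Assay system: mouse IAP enzyme; reagent: chemiluminescent substrate CDP-Star; dosing: test compounds delivered from DMSO solution; schedule: 30 min at room temperature; measured by: luminescence from enzymatic CDP-Star hydrolysis; controls: DMSO-only wells and no-enzyme negative control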
APOBEC3A inh: inhibitors of human APOBEC3A DNA deaminase; AID 493011; inhibition, % at 20 µM; recombinant A3A, FAM/TAMRA ssDNA deamination fluorescence; P31941; 0.41% of 330,000 active;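 active = at least 40% inhibition at 20 µM here, with at most 30% in a related deaminase screen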;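 also: plate controls were A3A with DMSO for no effect and wells lacking A3A enzyme for full effect; some results filed as inactive read as strong as hits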
hIAP inh: human IAP inhibition; AID 2544; inhibition, % at 10 µM; P09923; 0.12% of 330,000 active; purified IAP, CDP-Star luminescence, 30 min;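 active = inhibition reaching a set limit with compound at 10 µM in the primary screen, cut at about 35% in these data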;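 also: plate controls were DMSO wells with enzyme for no effect and no-enzyme buffer wells for full effect; values of inactives mirror those of a sister screen read the other way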
mIAP block: blocks mouse intestinal alkaline phosphatase | AID 2806 | inhibition, % at 10 µM | purified mouse IAP, CDP-Star luminescence, 30 min | 0.2% of 330,000 active;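 active = inhibition of at least 40% at 10 µM in the primary screen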;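 also: plate controls were DMSO with enzyme for no effect and no enzyme wells for full effect; values of inactives mirror those of a sister screen read the other way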
PfG6PD inh: PfG6PD (Plasmodium falciparum) enzyme inhibition; PfGluPho enzyme, NADPH resazurin-diaphorase fluorescence; inhibition, % at 20 µM; 0.78% of 350,000 active; AID 504690;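 active = inhibition reaching at least a set limit at 20 µM in the primary screen, cut at about 59% in these data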;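 also: 0% = DMSO wells with substrate and 100% = DMSO wells lacking glucose-6-phosphate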
ATG4B inh: inhibitors of human ATG4B cysteine protease; ATG4B cleavage of LC3-PLA2, NBD-HPC fluorescence, 1 h; AID 504462; Q9Y4P1; inhibition, % at 8.33 µM; 0.51% of 340,000 active; in the data active = inhibition above about 40%
Target sequence (Q9Y4P1 whole entry, looked up): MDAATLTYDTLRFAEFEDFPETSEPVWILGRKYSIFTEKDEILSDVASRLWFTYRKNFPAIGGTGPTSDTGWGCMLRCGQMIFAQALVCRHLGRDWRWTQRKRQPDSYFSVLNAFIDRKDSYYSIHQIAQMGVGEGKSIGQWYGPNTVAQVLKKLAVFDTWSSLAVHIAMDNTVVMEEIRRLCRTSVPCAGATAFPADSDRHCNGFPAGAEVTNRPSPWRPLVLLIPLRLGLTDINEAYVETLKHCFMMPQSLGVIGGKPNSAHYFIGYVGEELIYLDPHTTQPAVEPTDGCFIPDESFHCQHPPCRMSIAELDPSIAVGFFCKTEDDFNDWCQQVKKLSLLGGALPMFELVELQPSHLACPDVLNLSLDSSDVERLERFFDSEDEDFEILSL
HKDC1 inh: inhibitors of human hexokinase HKDC1; recombinant HKDC1, G6PDH/diaphorase resazurin coupled fluorescence; Q2TB90; inhibition, % at 20 µM; AID 493160; 0.16% of 340,000 active;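 active = inhibition above about 35% when tested at 20 µM, limit read from the data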;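 also: plate controls were DMSO wells with enzyme for no effect and DMSO wells lacking enzyme for full effect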
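Test system: recombinant HKDC1 (HK5) hexokinase enzyme, produced in-house / Doses: 20 µM test compound, 1% DMSO / Timing: 90 min, room temperature / Detection: G6PDH/diaphorase-coupled fluorescence, 1 mM NADP, 100 µM resazurin, 525/613 nm / Control set: DMSO wells with and without enzyme mix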
Starred values were filed as active, the others as inactive; · = no result given; & = joins results of further samples.

Values run as follows: hIAP activ	mIAP act	APOBEC3A inh	hIAP inh	mIAP block	PfG6PD inh	ATG4B inh	HKDC1 inh
O=C1OCCC1Sc1nc2ccccc2n1-c1ccccc1 (stereo not given)
    0.98	1	-1	2	-1	10	6	3
COc1ccc(NC(=O)CS(=O)(=O)c2ccc(F)cc2)cc1
    1	0.98	-2	-4	2	-6	4	-2
CCN(CC)CCN1C(=O)C(O)=C(C(=O)c2cc3cccc(OC)c3o2)C1c1cccs1 (stereo not given)
    1.1	1	-3	-7	-2	-24	4	-3
COC(=O)C1=C(COc2ccc(F)cc2)NC(=O)NC1c1ccc(C)cc1C (stereo not given)
    1	1	3	-1	-4	-14	6	-1
O=C(c1cc2ccccc2o1)N1CCN(c2cccc(C(F)(F)F)c2)CC1
    1.1	0.95	9	-12	5	6	0	1
O=C(O)CN1C(=O)/C(=C\c2cc(Br)ccc2OCc2ccccc2Cl)SC1=S
    0.81	0.69	0	19	30	-40	50*	17
O=C1NCC(NC(=O)C(F)(F)F)c2cc3c(cc21)OCO3 (stereo not given)
    0.81	0.92	2	19	8	-20	-1	-2
O=c1c2cc(Br)ccc2nc(-c2cccc(Cl)c2)n1O
    0.96	0.93	0	4	8	-31	3	-7
OCC#CCSc1nnc(-c2ccccc2Br)o1
    1.1	0.99	0	-11	1	7	-4	-3
CCOC(=O)N1CCN(Cc2nc(-c3ccc(C)cc3)no2)CC1
    0.99	0.96	-1	1	4	-9	-15	1

ATG4B inh: entries above that show a hit.
Values run as follows: hIAP activ	mIAP act	APOBEC3A inh	hIAP inh	mIAP block	PfG6PD inh	ATG4B inh	HKDC1 inh
O=C(O)CN1C(=O)/C(=C\c2cc(Br)ccc2OCc2ccccc2Cl)SC1=S
    0.81	0.69	0	19	30	-40	50*	17

Additional records follow.
Values run as follows: hIAP activ	mIAP act	APOBEC3A inh	hIAP inh	mIAP block	PfG6PD inh	ATG4B inh	HKDC1 inh
COC(=O)c1ccc(CN(c2ccc(C)cc2)S(=O)(=O)c2ccc3c(c2)OCCO3)o1
    0.94	1	-3	6	-2	-19	-4	-1
O=C(Nc1sc2c(c1C(=O)O)CCC2)c1ccccc1Cl
    0.89	0.98	-6	11	2	7	12	0
Cn1c(SCC(=O)NNC(=O)c2ccccc2)nnc1C1CC1
    1	0.89	-6	0	11	-14	3	-6
O=C(O)CCCNC(=O)/C(=C\C=C\c1ccccc1)NC(=O)c1ccccc1Cl
    1.1	1.1	-5	-13	-7	5	-3	-10
CC1=C(C(=O)NC(C)C)C2(CCC(C)CC2)OC1=O (stereo not given)
    0.89	0.86	-4	11	14	12	-5	-4
CCOc1ccccc1C(=O)OCC(=O)NCc1ccc2c(c1)OCO2
    0.99	1	-2	1	-2	14	-8	-6
CCCCn1c(N)c(N(CCOC)C(=O)COC(=O)/C=C/c2ccc(Br)cc2)c(=O)[nH]c1=O
    1	0.95	1	0	5	-8	2	-4
O=C(CN1CCN(c2ccccc2F)CC1)c1ccc(O)cc1O
    0.92	0.95	-7	8	5	-3	-10	4
COC(=O)[C@@H](Cc1ccc(O)cc1)NC(=O)[C@H]1CCC(=O)N1C(=O)OCc1ccccc1
    0.91	0.9	-2	9	10	8	0	0
COc1ccc(CCN2CC(O)=C(c3nc4ccccc4c(=O)[nH]3)C2=N)cc1OC
    1.6	1.2	0	-60	-17	7	-5	2
Cc1ccc(CNS(=O)(=O)c2ccc(CN3C(=O)c4cccnc4C3=O)s2)o1
    1.1	1	-6	-14	-1	8	2	-3
Cc1ccc(C(C)(c2ccc(N)cc2)c2ccc(N)cc2)cc1
    0.99	0.93	-3	1	7	15	-6	3
Cc1cccc(C)c1NC(=S)N=Nc1c(O)n(C)c2ccc(S(=O)(=O)N3CCOCC3)cc12
    1.2	0.89	-5	-17	12	-5	-25	-2
O=C(Nc1ccc(N2CCOCC2)c(Cl)c1)c1ccc2c(c1)OCCO2
    1	1.1	4	-1	-14	83*	3	-5
COc1ccc(Cc2nnc(NC(=O)CS(=O)(=O)Cc3ccccc3)s2)cc1
    1.3	0.94	1	-29	6	-3	-8	0
COc1ccc(CC(=O)N/N=C(\C)CC(=O)Nc2ccc3c(c2)OCCO3)cc1
    0.97	1	0	3	-3	-10	4	-7
CS(=O)(=O)c1ccc(-c2nnc(NC(=O)c3cccc(N4C(=O)CCC4=O)c3)o2)cc1
    0.98	0.96	0	2	4	-10	-5	2
COc1ccc2no[n+]([O-])c2c1
    0.83	1	-1	17	0	·	·	·
CCC(=O)N[C@@H]1CC(C(C)(C)NC(=O)CC)CC=C1C (stereo not given in full)
    1	1	1	-3	-2	-2	-11	-2
CO/N=C(\C(=O)N[C@@H]1C(=O)N2C(C(=O)O)=C(COC(C)=O)CS[C@H]12)c1csc(N)n1 (stereo in doubt)
    0.96&1.1&1.1	1&0.75&0.66	-1&22&3	4&-8&-8	0&25&34	24&8&2	-5&7&-3	-2&-7&1

Next part
Compound | hIAP activ | mIAP act | APOBEC3A inh | hIAP inh | mIAP block | PfG6PD inh | ATG4B inh | HKDC1 inh
Cc1cc(C(=O)CS(=O)(=O)c2ccc(Cl)cc2)cc(C)c1O | 0.92 | 1 | -1 | 8 | -5 | 17 | -5 | 4
CC1CN(c2ncnc3c2cnn3-c2ccc(Cl)cc2)CC(C)O1 (stereo not given) | 0.92 | 1 | -2 | 8 | -5 | 13 | -9 | -3
CCOc1ccc(NC(=O)c2ccc(N3CC4CC(C3)c3cccc(=O)n3C4)c(NC(=O)c3cccnc3)c2)cc1 (stereo not given) | 1.1 | 1 | -4 | -7 | -2 | 5 | -11 | -3
CCOc1cc(C(c2c(C)[nH][nH]c2=O)c2c(C)[nH][nH]c2=O)ccc1OS(=O)(=O)c1ccccc1 | 1.7 | 0.97 | -3 | -73 | 3 | 8 | -7 | -2
COc1ccccc1NC(=O)COC(=O)Cn1cnc2c1c(=O)n(C)c(=O)n2C | 1 | 1.1 | 5 | -3 | -11 | -13 | 2 | -4
Cc1ccc(O)c(C(CC(=O)NC2CCCCC2)c2ccccc2)c1 (stereo not given) | 1.1 | 1.1 | 2 | -7 | -10 | 4 | 0 | -8
CN(CC(=O)Nc1ccc(F)c(F)c1F)C(=O)CN1C(=O)C2CCCCC2C1=O (stereo not given) | 0.8 | 0.96 | -2 | 20 | 4 | 9 | -6 | 5
OCCN(CCO)CC(O)COCCC12CC3CC(CC(C3)C1)C2 (stereo not given) | 1.2 | 1.1 | -4 | -23 | -13 | -1 | -6 | -5
O=c1[nH]c(CSc2nnc(-c3ccncc3)n2Cc2ccco2)nc2ccccc12 | 0.88 | 0.96 | -2 | 12 | 4 | -9 | -2 | 5
CC(=O)Nc1ccc(S(=O)(=O)Nc2nc3ccccc3nc2Nc2ccccc2)cc1 | 0.91 | 0.95 | 1 | 9 | 4 | -12 | 14 | -2

Record cards, from the list above. Screens in order: hIAP activ | mIAP act | APOBEC3A inh | hIAP inh | mIAP block | PfG6PD inh | ATG4B inh | HKDC1 inh
Entry for `O=c1[nH]c(CSc2nnc(-c3ccncc3)n2Cc2ccco2)nc2ccccc12` → 0.88 | 0.96 | -2 | 12 | 4 | -9 | -2 | 5
Entry for `OCCN(CCO)CC(O)COCCC12CC3CC(CC(C3)C1)C2` (stereo not given) → 1.2 | 1.1 | -4 | -23 | -13 | -1 | -6 | -5

Additional results:
Compound | hIAP activ | mIAP act | APOBEC3A inh | hIAP inh | mIAP block | PfG6PD inh | ATG4B inh | HKDC1 inh
Cc1cc(C=O)c(C)n1-c1ccc(N2CCOCC2)c([N+](=O)[O-])c1 | 1 | 0.98 | 3 | -3 | 2 | 4 | -3 | -10
Cc1[nH]c(=O)cc2ccccc12 | 1 | 1.1 | 33 | -4 | -9 | -9 | 5 | 0
O=S(=O)(NCc1nnc2ccccn12)c1ccc(Cl)cc1 | 1 | 1.1 | 0 | -3 | -8 | -4 | 4 | 1
COc1ccccc1C(=O)COC(=O)/C(=C/c1ccccc1)NC(C)=O | 0.87 | 1 | -4 | 13 | -1 | 8 | 3 | -1
COc1ccc(CN(C(=O)c2cc(=O)c3ccccc3o2)C2CCS(=O)(=O)C2)cc1 (stereo not given) | 1 | 0.91 | -7 | -4 | 10 | 9 | -6 | -6
O=C(NCCc1ccccc1)c1cccc2c1C(=O)c1ccc(N3CCOCC3)cc1S2(=O)=O | 0.96 | 0.94 | 0 | 4 | 6 | -15 | -10 | -4
CCOC(=O)C1=C(O)CSC1=Nc1cccc(Cl)c1 | 1.1 | 0.97 | -2 | -6 | 3 | 6 | -3 | -5
COc1cc(C(=O)Nc2cc(OC)c(OC)c(OC)c2)ccc1OCc1c(C)noc1C | 1.1 | 1.2 | -2 | -8 | -15 | 15 | -1 | -4
Cc1ccc(NC(=O)CN(C)C(=O)c2ccc(Cl)c(S(=O)(=O)NCc3ccco3)c2)cc1 | 1.2 | 0.91 | -1 | -16 | 9 | 5 | -16 | -4
CCOC(=O)N1CCC(N(CCOC)C(=S)Nc2cccc(SC)c2)CC1 | 1.1 | 1.1 | 0 | -5 | -8 | 18 | -11 | -3
COc1ccc(S(=O)(=O)N2CCCCCC2)cc1C(=O)Nc1ccc(C(=O)N(C)C)cc1 | 1.1 | 0.94 | -4 | -8 | 6 | 2 | 2 | 1
CC(=O)c1ccc(N2CCN(c3ncccn3)CC2)cc1 | 0.93 | 0.96 | -1 | 7 | 4 | 14 | 3 | -6
CCOc1ccc(NCC(=O)c2ccc(C)cc2)cc1 | 0.86 | 0.92 | -2 | 14 | 8 | 11 | 10 | 1
COc1ccc(NC(=O)N2CCCc3ccccc32)cc1 | 0.9 | 0.95 | -4 | 10 | 5 | 4 | 1 | 4
CCOCCCn1c(SCC(=O)NCc2ccc3c(c2)OCO3)nc2ccccc2c1=O | 1.1 | 1.1 | 3 | -9 | -7 | 13 | -2 | -5
COc1ccc(Cc2nnc(Nc3ccc4c(c3)OCCO4)[nH]c2=O)cc1 | 0.92 | 0.91 | -1 | 8 | 9 | -10 | 5 | -2
CC(C)(C)c1csc(NC(=O)c2cccnc2)n1 | 0.84 | 0.89 | -4 | 16 | 11 | 21 | 4 | -5

Copied from the list.
mIAP act, `CC(C)(C)c1csc(NC(=O)c2cccnc2)n1` is entered as 0.89
HKDC1 inh, `COc1ccc(NC(=O)N2CCCc3ccccc32)cc1` is entered as 4
APOBEC3A inh, `COc1ccc(Cc2nnc(Nc3ccc4c(c3)OCCO4)[nH]c2=O)cc1` is entered as -1
hIAP inh, `CCOCCCn1c(SCC(=O)NCc2ccc3c(c2)OCO3)nc2ccccc2c1=O` is entered as -9
